NTR1 ag – NTR1-driven beta-arrestin-GFP spot formation – imaging, U2OS cells, high content, primary screen (AID 493036); agonist mode; activation, % at 20 µM; 330,000 tested, 0.17% active;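 active = activation at or above 40% of the spot to cytoplasm intensity ratio, with at least 20 cells analyzed; inconclusive = wells under 20 cells, flagged as cytotoxic or low count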;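 note: 0% = DMSO without peptide and 100% = 100 nM NTR1 peptide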
Target sequence (P30989 whole entry, looked up): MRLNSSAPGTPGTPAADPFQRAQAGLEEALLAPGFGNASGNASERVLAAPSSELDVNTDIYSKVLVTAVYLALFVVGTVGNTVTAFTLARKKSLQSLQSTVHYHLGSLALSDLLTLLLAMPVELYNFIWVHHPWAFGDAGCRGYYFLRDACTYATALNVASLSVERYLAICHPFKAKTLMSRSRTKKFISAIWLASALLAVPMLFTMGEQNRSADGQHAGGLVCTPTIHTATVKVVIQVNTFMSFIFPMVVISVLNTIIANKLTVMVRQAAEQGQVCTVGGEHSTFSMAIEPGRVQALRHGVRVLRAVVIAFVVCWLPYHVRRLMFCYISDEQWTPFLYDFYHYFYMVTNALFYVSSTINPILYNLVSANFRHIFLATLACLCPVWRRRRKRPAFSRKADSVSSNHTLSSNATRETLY
RSV CPE inhibition – RSV antiviral activity via CPE protection, HEp-2 cells, primary 10 µM value included (AID 2391). HEp-2 cells, RSV-induced CPE inhibition; higher % means a stronger effect. one-dose CPE inhibition, % at 10 µM; IC50 in µM for titrated hits. 310,000 tested, 0.13% active; in the data active = a potency from the dose series; inconclusive = CPE inhibition mostly from about 23% at the one dose, without a potency; inactive = the rest, 99 in 100 with CPE inhibition below about 21%; note: strong numbers were not always called active
Autophagy mod – alters autophagy in cells; MEF GFP-LC3 puncta imaging; test concentration mostly 10 µM; calls only at 10 µM (by protocol); 190,000 tested, 0.98% active;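 active = percentage of spot-positive cells more than 3 SD above its plate mean, without a fluorescence outlier flag or 80% toxicity; inconclusive = no clear call, values can overlap the other calls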;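 note: spot-positive cell cutoff set from DMSO-treated cells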
Dengue-2 NS5 capping – Dengue-2 NS5 methyltransferase inhibitors, primary screen, biochemical, confirmation dose response (AID 588689). Dengue-2 NS5 methyltransferase capping enzyme assay, biochemical; higher % means a stronger effect. 340,000 tested, 0.3% active. one-dose inhibition, % at 25 µM; IC50 in µM for titrated hits; in the data active = a potency from the dose series; inconclusive = inhibition above about 29% without an active follow-up result
AID2073 – disruptors of CaV2.2 binding to Mint1 – biochemical, HTRF (AID 2073). HTRF protein-protein interaction, Mint1-CaV2.2; higher % means a stronger effect. inhibition, % at 20 µM; hits with a dose series show IC50 in µM. 290,000 tested, 0.19% active; in the data active = inhibition mostly above about 51%, no sharp cut-off; inconclusive = no clear call, values can overlap the other calls; inactive = mostly below about 53%; note: some results filed as inactive read as strong as hits
K1F lysis inhibition – protection from phage-mediated lysis, alamar blue read-out – E. coli UTI89, K1F phage, bacterial capsule biogenesis inhibitors (AID 488966); inhibition, % at 100 µM; hits with a dose series show IC50 in µM; E. coli UTI89 K1F phage lysis, alamar blue, 2 h; higher % means a stronger effect; 340,000 tested, 0.02% active;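 active = phage lysis inhibition, versus mean bacterial control, above a set limit; inconclusive = no clear call, values can overlap the other calls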;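 note: capsule biogenesis inhibitors block K1F phage lysis so surviving cells raise fluorescence; higher fluorescence means more inhibition of phage lysis; actives were called in the ten point dose series up to 300 µM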
WT yeast gro inh – growth inhibition of WT yeast, mitochondrial fusion screen; mitochondrial fusion phenotypic screen, WT strain; AID 1362; inhibition, % at 10 µM; 190,000 tested, 2.1% active; in the data active = inhibition above about 58%; tested in S. cerevisiae
LYP inhibition – inhibitors of LYP phosphatase, biochemical, fluorescence intensity, uHTS (AID 1779); inhibition, % at 11.5 µM; hits with a dose series show IC50 in µM; recombinant LYP phosphatase, fluorescence intensity; higher % means a stronger effect; 290,000 tested, 0.054% active; in the data active = inhibition above about 50%;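 note: plate controls were vehicle with enzyme for no effect and no enzyme for full effect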
GPR35 antagonists – inhibition of zaprinast-stimulated GPR35 beta-arrestin translocation – imaging, U2OS, beta-arrestin-GFP, zaprinast agonist, primary screen (AID 2058). U2OS GPR35 beta-arrestin-GFP translocation imaging, zaprinast antagonism; higher % means a stronger effect. inhibition, % at 10 µM; hits with a dose series show IC50 in µM. 290,000 tested, 0.052% active;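 active = inhibition of at least 50% with at least 30 cells and total cytoplasm GFP at most 10,000,000; inconclusive = under 30 cells or total GFP of 10,000,000 plus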
WT yeast gro inh mutant strain – recorded beside WT yeast gro inh, whose call it bears; inhibition, %; mitochondrial fusion phenotypic screen, mutant strain inhibition
Autophagy mod cell loss 18 h – recorded beside Autophagy mod, whose call it bears; toxicity, %; measured here: cell loss, nuclei count;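 cell loss after 18 h compound exposure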
NTR1 ag cell count 20 µM – also measured in NTR1 ag; calls as there; cell count; measured here: cell count, cytotoxicity flag
Dengue-2 NS5 capping pilot replicate – recorded beside Dengue-2 NS5 capping, whose call it bears; inhibition, %; measured here: pilot screen replicate inhibition
Starred values were filed as active, the others as inactive; i = inactive; ? = inconclusive; nt = not tested or not shown; [ ] = another dose, or the depositor's remark.

SMILES	NTR1 ag	NTR1 ag cell count 20 µM	RSV CPE inhibition	Autophagy mod	Autophagy mod cell loss 18 h	Dengue-2 NS5 capping	AID2073	K1F lysis inhibition	WT yeast gro inh	WT yeast gro inh mutant strain	LYP inhibition	GPR35 antagonists	others
C=CCn1c(O)c(C(CC)=Nc2ccc(N(C)C)cc2)c(=O)[nH]c1=O	0.6	48	1.2%	nt	nt	nt	-39.1%	nt	nt	nt	-3.6%	3.2%
CN(C)S(=O)(=O)c1cc(NC(=O)C[N+]23CCN(CC2)CC3)ccc1Cl	-1.5	60	0.8%	i	2.4	-3.0%	-6.7%	1.9%	-1.8	17.3	-3.4%	-12.2%
O=C1C2CCCC1C(N1CCCC1)CC2 (stereo not given)	1.6	62	1.8%	i	-3.1	-2.8%	-2.0%	-0.1%	15.2	11.3	-2.8%	8.2%
CCN(CC)C(=O)c1ccc(NC(=O)COc2ccccc2F)cc1	-0.2	41	1.2%	i	40.4	-8.6%	1.6%	-0.2%	0.9	15.2	-8.4%	-7.1%
C[N+]1(C)[C@@H]2CC[C@H]1CC(OC(=O)C(c1ccccc1)c1ccccc1)C2 (stereo not given in full)	-0.4	68	0.7%	nt	nt	-10.9%	2.3%	0.5%[50 µM]	nt	nt	-4.4%	-3.5%
CN1C(=O)C(=Cc2ccc(N3CCOCC3)o2)C(=O)N(C)C1=S	-1.9	84	1.0%	i	0.8	-102.4%	8.1%	0.2%	16.5	10.7	2.2%	-9.8%
CN1C(=O)C(=Cc2ccccc2OCCOc2ccc([N+](=O)[O-])cc2)C(=O)N(C)C1=O	2.1	105	6.4%	i	-5.9	20.8%	28.2%	-3.1%	6.2	14.2	-6.4%	-13.1%
CCOP(=O)(OCC)C(O)c1cccc([N+](=O)[O-])c1 (stereo not given)	-1.7	24	1.3%	i	-12.2	-4.7%	9.0%	-0.6%	-7.2	-13.6	0.6%	-9.4%
CC(=O)O[C@@H]1[C@H]2CC[C@@H]3[C@]1(C[C@@H](OC(C)=O)[C@@]1(O)C([C@@H]4O[C@@H]4C1(C)C)[C@]3(C)O)C[C@@]2(C)O (stereo not given in full)	-1.6	103	-0.1%	i	-38.2	-6.0%	-1.7%	4.2%	-5.6	0.5	-7.6%	2.9%
COC(=O)C1=C(c2ccc(OC)c(OC)c2)C[C@@H]2CC[C@H]1N2C(=O)N1CCC(C)CC1	1.4	43	0.7%	nt	nt	-5.5%	nt	0.4%	nt	nt	nt	nt
CNC(=O)OCCc1nccn1C	4.2	64	1.8%	i	10.8	0.6%	38.2%	0.8%[50 µM]	3.8	-13.6	-10.0%	-2.6%
CC1(C)C2CC=C(CN3CCOCC3)C1C2 (stereo not given)	4.0	52	1.9%	i	-5.0	0.0%	-0.5%	5.4%	13.2	14.9	-10.6%	0.4%
Cc1cc(OCC(=O)NC(Cc2ccc(Cl)cc2)C(=O)O)c2c3c(c(=O)oc2c1)CCC3 (stereo not given)	0.5	95	1.0%	nt	nt	-2.9%	20.9%	1.5%	nt	nt	-6.4%	20.1%
O=C(c1cc2cc(F)ccc2[nH]1)N1CCC2(CC1)OCCO2	1.0	53	3.8%	nt	nt	-0.9%	11.1%	12.7%	nt	nt	-2.4%	13.1%
O=C(CSC1c2ccccc2-c2ccccc21)N/N=C/c1ccc(C(=O)O)cc1	0.1	96	0.1%	i	-1.0	-2.8%	-3.6%	-0.1%	-5.2	-6.8	-1.7%	-7.2%
O=P(OCC(F)(F)C(F)F)(N1CCOCC1)N1CCOCC1	-1.4	50	-0.2%	i	1.0	2.1%	-5.5%	4.9%[50 µM]	8.9	16.6	-12.1%	-6.4%
CC1=NCCc2c1[nH]c1cc(O)ccc21	-3.6	71	-0.9%	nt	nt	-6.7%	nt	2.2%	nt	nt	nt	nt
O=c1c2ccccc2nc(/C=C\c2ccccc2[N+](=O)[O-])n1-c1ccccc1O	3.5	56	13.4%	nt	nt	-10.3%	17.4%	-0.1%	nt	nt	-1.0%	-2.2%
Brc1ccccc1CNCCc1ccc2c(c1)OCO2	-0.8	10	0.2%	nt	nt	0.6%	13.4%	-0.1%	nt	nt	-4.9%	-7.2%
O=c1cccc2n1CC1CC2CN(Cc2ccc3c(c2)OCO3)C1 (stereo not given)	0.9	55	-0.1%	i	4.5	-0.7%	2.5%	2.2%	-5.4	-10.1	-9.2%	-4.6%
CN1C2CCC1CC(OC(=O)c1ccc([N+](=O)[O-])cc1)C2 (stereo not given)	-1.2	70	0.1%	i	-1.9	3.3%	10.3%	2.1%	-4.6	7.4	-1.5%	5.2%
CN1CCC(OC(=O)C2c3ccccc3Oc3ccccc32)CC1	-4.9	96	-0.4%	i	3.5	3.7%	3.7%	2.5%	2.6	1.8	-5.8%	-1.2%
COc1ccc(OC)c(CNCCc2ccc(OC)c(OC)c2)c1	1.5	65	-0.3%	nt	nt	-4.6%	-1.9%	0.0%	nt	nt	-2.9%	8.5%	Dengue-2 NS5 capping pilot replicate=-3.7
OC(Cc1ccccc1)(c1ccccc1)C1CN2CCC1CC2 (stereo not given)	1.6	28	-0.8%	i	-8.9	-15.2%	0.2%	1.6%	-3.5	-6.6	-5.8%	-2.9%
CCCCn1c(O)c(C(C)=NCCN2CCCCC2)c(=O)[nH]c1=O	1.7	80	1.0%	i	-1.1	-23.0%	?	-0.1%	7.6	17.5	-8.4%	0.2%	Dengue-2 NS5 capping pilot replicate=-2.4
O=C1CC(N2CCC(n3c(=O)[nH]c4ccccc43)CC2)C(=O)N1Cc1ccccc1 (stereo not given)	-0.5	36	2.7%	i	0.2	-2.8%	0.6%	7.3%	7.6	14.2	-1.2%	4.9%
Cc1ccccc1N1C(=O)CC(=O)NC1=O	0.1	72	0.0%	i	-19.0	-21.0%	-0.5%	0.2%	-6.7	-15.3	8.6%	12.2%	Dengue-2 NS5 capping pilot replicate=-1.2
COc1ccc(C=O)cc1	0.4	54	1.2%	nt	nt	-8.0%	nt	-1.0%	nt	nt	nt	nt
CC(=O)OC1N=C(c2ccccc2Cl)c2cc(Br)ccc2N(C)C1=O (stereo not given)	2.8	52	1.4%	nt	nt	6.2%	8.0%	0.2%	nt	nt	-5.9%	2.8%
C=CCn1c(O)c(C(C)=NCCC(c2ccccc2)c2ccccc2)c(=O)[nH]c1=O	7.4	70	2.0%	i	11.7	-8.1%	6.6%	-2.9%	0.5	-3.1	1.6%	-11.9%
COc1cccc(N2C(=O)NC(=O)/C(=C/c3ccc4c(c3)Cc3ccccc3-4)C2=O)c1	1.8	49	5.2%	i	9.1	8.7%	21.3%	0.2%	2.1	1.4	4.7%	14.6%
CCC(=Nc1ccccc1N)c1c(O)[nH]c(=O)[nH]c1=O	0.9	86	20.9%	nt	nt	-2.0%	2.3%	0.1%	nt	nt	-6.5%	-0.6%
Cn1c(O)c(C=Nc2ccc3c(c2)CCC3)c(=O)n(C)c1=O	0.5	36	2.4%	nt	nt	-11.8%	1.8%	0.2%	nt	nt	-8.5%	2.7%
C=C[C@H]1CN2CC[C@H]1C[C@@H]2[C@@H](O)c1ccnc2ccccc12	0.5	56	-0.9%	nt	nt	-1.5%	nt	3.0%	nt	nt	nt	nt
O=C(Cn1c(=O)c(C(F)(F)F)nc2ccccc21)N1CCC2(CC1)OCCO2	-1.2	57	-0.5%	i	5.0	2.4%	2.3%	0.7%	1.7	-0.8	3.5%	4.8%
COc1ccc(-n2c(O)c(C=NCCCn3ccnc3)c(=O)[nH]c2=O)cc1	-2.2	84	0.1%	i	-31.9	2.4%	1.0%	0.7%	16.9	13.6	15.4%	6.5%
COC(=O)C1=C(c2ccc(C(C)=O)cc2)C[C@@H]2CC[C@H]1N2C(=O)N1CCC(O)CC1	-1.9	40	2.3%	nt	nt	2.8%	nt	1.0%	nt	nt	nt	nt
O=C(Cc1ccccc1)OCn1nnc2ccccc2c1=O	0.7	56	0.2%	i	-9.0	1.4%	13.3%	0.5%	-13.3	-9.6	-5.2%	-0.8%
CC(=O)c1cc(C#N)c(N2CCN(C)CC2)nc1C	-0.1	34	-2.1%	i	11.3	2.1%	-1.2%	-2.6%	-0.4	0.4	-5.6%	-10.7%
N/C(=N\[N+](=O)[O-])N/N=C/c1ccc(O)cc1	-1.6	59	34.4%	i	-33.5	4.0%	4.0%	1.9%	-7.4	-13.4	3.0%	4.5%

Compounds shown so far that contain sulfur (3):
SMILES	NTR1 ag	NTR1 ag cell count 20 µM	RSV CPE inhibition	Autophagy mod	Autophagy mod cell loss 18 h	Dengue-2 NS5 capping	AID2073	K1F lysis inhibition	WT yeast gro inh	WT yeast gro inh mutant strain	LYP inhibition	GPR35 antagonists	others
CN(C)S(=O)(=O)c1cc(NC(=O)C[N+]23CCN(CC2)CC3)ccc1Cl	-1.5	60	0.8%	i	2.4	-3.0%	-6.7%	1.9%	-1.8	17.3	-3.4%	-12.2%
CN1C(=O)C(=Cc2ccc(N3CCOCC3)o2)C(=O)N(C)C1=S	-1.9	84	1.0%	i	0.8	-102.4%	8.1%	0.2%	16.5	10.7	2.2%	-9.8%
O=C(CSC1c2ccccc2-c2ccccc21)N/N=C/c1ccc(C(=O)O)cc1	0.1	96	0.1%	i	-1.0	-2.8%	-3.6%	-0.1%	-5.2	-6.8	-1.7%	-7.2%

(cont.)
SMILES	NTR1 ag	NTR1 ag cell count 20 µM	RSV CPE inhibition	Autophagy mod	Autophagy mod cell loss 18 h	Dengue-2 NS5 capping	AID2073	K1F lysis inhibition	WT yeast gro inh	WT yeast gro inh mutant strain	LYP inhibition	GPR35 antagonists	others
Cc1ccc2cccc(OC(=O)N3CCCC3)c2n1	1.5	87	1.0%	i	7.3	-6.1%	1.0%	0.1%	-10.3	-11.6	-5.5%	-10.8%	Dengue-2 NS5 capping pilot replicate=-0.3
O=P1(NC2CCCC2)COc2ccccc2OC1	-1.5	57	2.7%	i	6.7	-8.1%	8.3%	0.4%	12.0	-1.1	0.1%	1.1%
CCOC(=O)C1=C(N)Oc2cc(C)oc(=O)c2C12C(=O)N1c3c(cc(OC)cc32)C(C)=CC1(C)C (stereo not given)	1.1	80	-0.2%	i	-1.7	-1.4%	10.8%	-0.4%	2.2	10.4	-3.2%	0.5%
O=C(O)CCn1cc(C=C2C(=O)NC(=O)NC2=O)c(-c2cc3ccccc3oc2=O)n1	1.3	45	2.5%	i	1.1	29.9%	42.3%	0.1%	-1.2	7.2	-3.4%	6.5%
CCOP(=O)(OCC)C(NC(=O)c1cccc([N+](=O)[O-])c1)C(Cl)(Cl)Cl (stereo not given)	0.2	70	-0.2%	nt	nt	-3.9%	-13.3%	9.2%	nt	nt	-7.9%	0.4%
CN(c1ccccc1)c1ccc([N+](=O)[O-])c2nonc12	-0.5	92	14.2%	nt	nt	-2.6%	4.7%	-0.1%	nt	nt	-3.6%	3.3%
O=C(C1CC(c2ccccc2O)=NO1)N1CCC2(CC1)OCCO2 (stereo not given)	-0.3	76	-1.4%	i	-8.2	-5.7%	3.4%	6.4%	-28.3	-23.8	-7.8%	9.2%

From PubChem

The list is partial. The share of hits here may be higher or lower than overall.
